Screening results from PubChem.
ANO1 activ = activates or potentiates the mouse TMEM16A chloride channel; 0.3% of 340,000 active; B-score at 10 µM; HEK293 TMEM16A/YFP-H148Q/I152L, iodide quench fluorescence; active compounds read low; Q8BHY3;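 active means fluorescence-ratio B-score plate-corrected deviation score at least 3 library SD below zero, with starting fluorescence score within 5 deviations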;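 further: channel opened by trigger with iodide after compound preincubation; score built on the fluorescence ratio of max minus min over baseline; more negative score means more quench and so TMEM16A activation or potentiation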
TRPC6 act = activates the mouse TRPC6 cation channel; Q61143; HEK293-TRPC6 membrane potential dye fluorescence; active compounds read high; B-score at 10 µM; 0.13% of 310,000 active; AID 2550;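 active means B-score of the integrated fluorescence ratio above library mean plus 3 SD, and starting fluorescence ratio within library mean plus 5 SD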;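 further: higher score means more depolarization so channel activation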
HDAC3 inhib = blocks human histone deacetylase 3 | inhibition, % at 8.3 µM | 0.15% of 320,000 active | O15379 | recombinant HDAC3, fluorogenic peptide/trypsin coupled, fluorescence | AID 2718; in the data active means inhibition above about 26%, passing the limit was not always enough
Target sequence (O15379 whole entry, looked up): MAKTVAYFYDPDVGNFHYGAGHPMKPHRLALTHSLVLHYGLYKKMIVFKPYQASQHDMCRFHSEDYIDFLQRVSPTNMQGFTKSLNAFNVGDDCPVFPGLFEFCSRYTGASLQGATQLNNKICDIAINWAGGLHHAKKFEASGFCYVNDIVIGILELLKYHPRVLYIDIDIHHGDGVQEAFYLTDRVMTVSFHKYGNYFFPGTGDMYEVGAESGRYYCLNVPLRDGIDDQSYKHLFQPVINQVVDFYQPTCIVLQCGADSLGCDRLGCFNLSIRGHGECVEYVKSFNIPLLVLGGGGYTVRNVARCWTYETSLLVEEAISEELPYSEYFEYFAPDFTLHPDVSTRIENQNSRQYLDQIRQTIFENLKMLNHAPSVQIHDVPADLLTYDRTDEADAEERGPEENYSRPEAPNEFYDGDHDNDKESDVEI
TMEM16A inh = blocks the mouse calcium-activated chloride channel TMEM16A. normalized B-score (activity score, 25-100; higher = stronger inhibition) at 10 µM. HEK293 TMEM16A/YFP iodide influx fluorescence, ionomycin. 1.2% of 310,000 active;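 active means ratio plate-corrected score three or more library SD toward inhibition, starting fluorescence score within five deviations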;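 further: score derived from kinetic fluorescence span divided by baseline fluorescence per well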
RGS4 block = inhibitors of human RGS4 | P49798 | HEK293 M3R/RGS4 inducible, Fluo-4 calcium flux; active compounds read high; triggered by carbachol at its EC20 | B-score at 10 µM | 0.45% of 310,000 active;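 active means B-score, a plate-corrected calcium signal, over three deviations above library mean, with baseline fluorescence within five deviations of library mean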;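 further: RGS4 expression induced by doxycycline in cells with stable M3 receptor; B-score is computed from the integrated fluorescence ratio over baseline after carbachol; higher B-score means a larger calcium signal and so more RGS4 inhibition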
Target sequence (P49798 whole entry, looked up): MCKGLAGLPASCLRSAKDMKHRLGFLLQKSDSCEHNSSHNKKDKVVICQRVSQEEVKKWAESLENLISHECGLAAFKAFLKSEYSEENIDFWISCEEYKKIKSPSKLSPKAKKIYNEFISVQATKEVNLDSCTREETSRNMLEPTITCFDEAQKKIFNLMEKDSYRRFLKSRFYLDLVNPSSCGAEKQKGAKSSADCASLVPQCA
MrgX1 agonist = activates human MrgX1 receptor signaling; Q96LB2; MrgX1-HEK293 cells, Fluo-4 calcium fluorescence, agonist mode; active compounds read high; B-score at 10 µM; 0.44% of 310,000 active; AID 588627;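 active means calcium response B-score plate-corrected fluorescence ratio at least 3 library SD, with starting fluorescence B-score inside 5 SD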
Target sequence (Q96LB2 whole entry, looked up): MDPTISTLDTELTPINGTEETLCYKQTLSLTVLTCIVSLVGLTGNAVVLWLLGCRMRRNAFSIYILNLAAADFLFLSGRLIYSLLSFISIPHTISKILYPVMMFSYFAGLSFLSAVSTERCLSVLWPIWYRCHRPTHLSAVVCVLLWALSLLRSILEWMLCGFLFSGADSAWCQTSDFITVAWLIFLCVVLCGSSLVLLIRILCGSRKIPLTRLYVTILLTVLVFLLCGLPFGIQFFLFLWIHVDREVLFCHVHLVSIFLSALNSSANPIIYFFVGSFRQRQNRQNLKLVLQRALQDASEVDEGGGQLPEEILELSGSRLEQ
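times = overnight plating, then 30 min 37 °C plus 30 min room-temperature dye loading | assay system = stable human MrgX1 HEK293 cell line | input = fifteen thousand cells per well | signal = kinetic calcium dye fluorescence, Fluo-4 NW | dosing = compound delivered in addition one of three | read-out = B-scored fluorescence response ratio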
TRPC6 inh = mouse TRPC6 channel inhibition; Q61143; HEK293-TRPC6, membrane potential dye, ACh-evoked depolarization; active compounds read low; B-score at 10 µM; 1.1% of 310,000 active;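 active means B-score under library mean minus 3 SD, initial fluorescence not abnormally high, positive integrated signal ratio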;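 further: B-score derived from integrated fluorescence ratio over the kinetic read; more negative B-score means stronger inhibition of depolarization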
MrgX1 PAM = allosterically activates human MrgX1 receptor signaling; Q96LB2; MrgX1-HEK293, Fluo-4 calcium flux, FDSS; active compounds read high; B-score at 10 µM; 0.63% of 310,000 active;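 active means plate-corrected calcium response at least 3 library SD above typical, normal starting fluorescence, not activating the receptor alone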;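 further: compound read alongside a low EC10 to EC30 dose of BAM8-22 agonist; peak minus trough fluorescence over baseline measured at the second addition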
MrgX1 antag = antagonists of human MrgX1 receptor; AID 588676; MRGX1-HEK293 calcium flux, Fluo-4, BAM8-22 antagonism; active compounds read low; Q96LB2; 1.3% of 310,000 active; B-score at 10 µM;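 active means calcium-response B-score plate-corrected more than 3 library SD below zero, starting fluorescence within 5 deviations, no agonist response on first addition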;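 further: peak minus trough fluorescence over baseline after final BAM8-22 challenge near maximal dose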
RGS4 act = potentiators or activators of RGS4. HEK293 M3R/inducible RGS4, carbachol calcium flux Fluo4; active compounds read low. B-score at 10 µM. 0.92% of 310,000 active. AID 463111;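 active means B-score of the integrated calcium signal more than 4 SD below the library mean, with starting fluorescence not abnormally high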;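 further: negative B-score means reduced calcium response which marks RGS4 activation or potentiation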
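Material: M3R-expressing HEK293 line, RGS4 induced by doxycycline | Schedule: Overnight RGS4 induction, 30 min dye load 37 °C, 20 min compound RT | Measured by: Fluo4 fluorescence kinetic imaging of calcium | Read-out: Integrated calcium ratio converted to B score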
SKKanGAS inh = inhibitors of SKKanGAS S. pyogenes growth in kanamycin (SK-promoter or general growth effect). BacTiter-Glo, 6 h. inhibition, % at 7.5 µM. AID 1662. 1.3% of 300,000 active;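 active means mean replicate score, as percent of positive control median, at least 50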;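 further: strain carries kanamycin resistance gene driven by streptokinase promoter and grows in 40 µg/ml kanamycin; loss of luminescence reflects streptokinase promoter inhibition or plain growth inhibition; 0% = median of DMSO wells and 100% = positive control at its reference dose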
* marks the source's active call; other numbers are inactive results; i = inactive; x = no result given.

The line under a structure holds: TRPC6 act, MrgX1 antag, SKKanGAS inh, TMEM16A inh, MrgX1 agonist, HDAC3 inhib, ANO1 activ, RGS4 block, RGS4 act, MrgX1 PAM, TRPC6 inh
Cc1ccnc(-n2sc3ccccc3c2=O)n1
  i, i, -0.2, i, 37*, 5.3, i, i, i, i, i
COc1ccc(C2(CNC(=O)/C=C\c3ccco3)CCCC2)cc1OC
  i, i, 7.8, i, i, 0.0, i, i, i, i, i
CCN(CC)C(=O)COc1ccc(/C(C)=N/NC(=O)c2ccccc2Br)cc1
  i, i, x, i, i, 4.8, i, i, i, i, i
CCNc1ccc(S(=O)(=O)N(C)C)cc1NCC(=O)Nc1ccccc1Br
  i, i, 0.7, i, i, 0.0, i, i, i, i, i
Cn1c(SCC(=O)Nc2ccccc2F)nnc1-c1cc2ccccc2o1
  i, i, -3.2, i, i, 1.2, i, i, i, i, i
CCCCN(C)CCC(=O)Nc1ccc(OC)cc1OC
  i, i, -1.3, i, i, -13.0, i, i, i, i, i
C(=C\c1ccccc1)/C=N/N1CCN(Cc2ccccc2)CC1
  i, i, 4.8, i, i, 7.4, i, i, i, i, i
CC(C)(C)[C@@H]1CCC(=O)N(CC[C@H](Sc2ccccc2)c2ccccc2)CC1
  i, i, 79.1*, i, i, 9.5, i, i, i, i, i
COc1cccc(NC(=O)CSc2nc3ccccc3c(=O)n2CCCC(=O)NCC2CCCO2)c1 (stereo not drawn)
  i, i, -1.2, i, i, 4.9, i, i, i, i, i
CCOC(=O)C1(Cc2ccccc2)CCCN(Cc2ccc(OCCO)cc2)C1 (stereo not drawn)
  i, i, -7.2, i, i, -1.5, i, i, i, i, i
Nc1c2c(nn1-c1ccc(F)cc1)CSC2
  i, i, 1.2, i, i, 5.5, i, i, i, i, i
CS(=O)(=O)c1ccc2nc(NC(=O)c3cc([N+](=O)[O-])cc([N+](=O)[O-])c3)sc2c1
  i, i, -1.1, i, i, 2.4, i, i, i, i, i
O=C(COC(=O)c1ccc2ccccc2n1)NCc1ccccc1
  i, i, -1.3, i, i, 0.3, i, i, i, i, i
Cc1noc(C)c1COc1ccccc1C(=O)NNC(=O)C(C)Oc1ccccc1F (stereo not drawn)
  i, i, -5.0, i, i, 2.5, i, i, i, i, i
COC(=O)Cc1cc(=O)[nH]c(/N=C(\N)Nc2ccccc2C)n1
  i, i, -7.0, i, i, -5.5, i, i, i, i, i
O=C(CN1C(=O)S/C(=C\c2ccccc2F)C1=O)NC1C=CS(=O)(=O)C1 (stereo not drawn)
  i, i, 2.0, i, i, 1.8, i, i, i, i, i
CC(C)Sc1n[nH]c(=O)n1-c1ccccc1
  i, i, -2.4, i, i, -0.4, i, i, i, i, i
COc1cccc(C(=O)Nc2ccc(NC(C)=O)cn2)c1
  i, i, -0.9, i, i, 3.8, i, i, i, i, i
CN(C(=O)c1ccc(Cl)c(S(=O)(=O)N2CCOCC2)c1)c1ccccc1C(=O)O
  i, i, -0.5, i, i, -9.5, i, i, i, i, i
C#CCSc1nc(=O)c2cccnc2n1-c1ccc(C)cc1
  i, i, 3.8, i, i, 1.7, i, i, i, i, i
COc1ccc(Cc2nnc(SCc3ccc([N+](=O)[O-])cc3)o2)cc1
  i, i, -5.3, i, i, -0.3, i, i, i, i, i
CCOC(=O)c1c(C2CCN(C(=O)OCC)CC2)nc2ccccn12
  i, i, -3.2, i, i, 5.7, i, i, i, i, i
COC(=O)c1ccc(CN2CCCC(C(=O)Nc3cccc(-n4cnnn4)c3)C2)cc1 (stereo not drawn)
  i, i, 3.3, i, i, -4.9, i, i, i, i, i
COc1ccc(CNCC(O)(c2ccc(Cl)cc2)c2ccc(Cl)cc2)cc1OC
  i, i, x, i, i, -6.3, i, i, i, i, i
CCCOc1ccccc1C1NC(=O)NC(C)=C1C(=O)OCCOC (stereo not drawn)
  i, i, -7.2, i, i, 5.7, i, i, i, i, i
CCN1C(=O)CSc2ccc(C(=O)NCCCN3CCOCC3)cc21
  i, i, -2.4, i, i, -0.9, i, i, i, i, i
Cc1ccc(CSCCNS(=O)(=O)c2ccc([N+](=O)[O-])cc2)cc1
  i, i, -8.2, i, i, 0.5, i, i, i, i, i
CCc1nn(C(C)C(=O)N(C)Cc2ccccc2)c(=O)c2cc3occc3n12 (stereo not drawn)
  i, i, 0.0, i, i, 0.7, i, i, i, i, i
Cc1ccc(NC(=O)OCCN2CCN(Cc3ccccc3)CCC2=O)cc1
  i, i, 0.9, i, i, 3.1, i, i, i, i, i
CCC(=O)c1cn(CC(=O)Nc2cccc(OC)c2)c2ccccc12
  i, i, 5.8, i, i, -12.5, i, i, i, i, i
Cc1nonc1CC(=O)N1CCCC(C(=O)c2cccc(C(F)(F)F)c2)C1 (stereo not drawn)
  i, i, 1.7, i, i, 4.2, i, i, i, i, i
S=C(NCCc1ccccc1)Nc1ccc(Cl)cc1Cl
  i, i, 9.6, i, i, 9.7, i, i, i, i, i
COc1ccccc1N1CCN(C2CCN(S(=O)(=O)c3ccc(C)cc3)CC2)CC1
  i, i, -17.7, i, i, -2.9, i, i, i, i, i
COc1ccc(Cc2noc(CN3CCNC(=O)CC3)n2)cc1OC
  i, i, -9.2, i, i, -4.7, i, i, i, i, i
COc1ccc(CNC(=O)CSCc2cnn(-c3ccccc3)c2-n2cccc2)cc1
  i, i, 3.4, i, i, 2.0, i, i, i, i, i
COc1ccc(CNC(=O)[C@H](Cc2ccccc2)NC(=O)C2CCNCC2)cc1
  i, i, 0.0, i, i, 4.6, i, i, i, i, i
CCOC(=O)C1CCN(C(=O)c2ccc(Cl)c(NC3=NC4CS(=O)(=O)CC4S3)c2)CC1 (stereo not drawn)
  i, i, 2.9, i, i, 6.3, i, i, i, i, i
COc1ccc(CN(C)CC(O)COc2ccc(C(=O)c3ccccc3)cc2)c(OC)c1OC (stereo not drawn)
  i, i, 0.0, i, i, -4.6, i, i, i, i, i
C/C(Cl)=C\Cn1c(N2CCCC2)nc2c1c(=O)[nH]c(=O)n2C
  i, i, -1.3, i, i, 0.8, i, i, i, i, i
Clc1ccc(Nc2nc(C3CC3)cs2)cc1
  i, i, 11.4, i, i, -3.5, i, i, i, i, i
Cc1cc(C)c(-c2csc(NC(=O)COC(=O)c3ccc4c(c3)OCO4)n2)c(C)c1
  i, i, -7.4, i, i, -0.8, i, i, i, i, i
CS(=O)(=O)N1CCC(C(=O)Nc2ccc(C(F)(F)F)cc2)CC1
  i, i, 1.8, i, i, 7.3, i, i, i, i, i
COCc1c(C(=O)N/N=C\c2cccs2)nnn1-c1nonc1N
  i, i, 4.1, i, i, 7.3, i, i, i, i, i
COCCCN(C(=O)c1ccccc1)c1nc(-c2ccc(OC)cc2)cs1
  i, i, -3.5, i, i, -7.8, i, i, i, i, i
Cc1nc2ccc(NC(=O)N3CCC(c4ccccc4)C3)cc2nc1C (stereo not drawn)
  i, i, 12.2, i, i, -18.9, i, i, i, i, i
O=C(CN(c1cc(Cl)ccc1Cl)S(=O)(=O)c1ccccc1)N1CCOCC1
  i, i, -1.3, i, i, -9.5, i, i, i, i, i
O=C(CSc1nc2ccccc2o1)Nc1nc(-c2ccccc2)cs1
  i, i, 4.7, 100*, i, -2.7, i, i, i, i, i
Cc1ccccc1Nc1nnc(SCC(=O)NC(=O)NCc2ccco2)s1
  i, i, -7.5, i, i, -2.5, i, i, i, i, i
COc1ccc(C(=O)c2nc3c(n2O)CCCCC3)cc1
  i, i, 3.9, i, i, 10.2, i, i, i, i, i
CCO[C@@H]1OC(C(=O)Nc2ccccc2)=C[C@H](c2csc3ccccc23)[C@H]1CCCO
  i, i, 29.5, i, i, 12.3, i, i, i, i, i
COCCn1c(C)cc(C(=O)COC(=O)c2ccc3ncsc3c2)c1C
  i, i, -1.4, i, i, 9.2, i, i, i, i, i
O=C(CN1CCS(=O)(=O)CC1)NNC(=O)C1CCCCC1
  i, i, 0.3, i, i, -4.0, i, i, i, i, i
N#Cc1ccc(S(=O)(=O)N2CCC(N3CCCCC3)CC2)cc1
  i, i, -3.4, i, i, -15.9, i, i, i, i, i
c1csc(-c2csc3nc(CN4CCOCC4)nc(NCc4ccc5c(c4)OCO5)c23)c1
  i, i, 57.2*, i, i, -4.9, i, i, i, i, i
CC(=O)Nc1ccc2[nH]c(C)cc(=O)c2c1
  i, i, -15.8, i, i, -2.5, i, i, i, i, i
CCOC(=O)/C=C1\NC(C)(C)Cc2cc(OC)c(O)cc21
  i, i, 3.0, i, i, 2.5, i, i, i, i, i
CCc1c(C)sc2nc3c(C(=O)N4CCOCC4)cc(C(=O)c4ccccc4O)cn3c(=O)c12
  i, i, 9.3, i, i, 4.0, i, i, i, i, i
O=C(NNC(=O)c1ccc2nonc2c1)Nc1ccc(Cl)cc1
  i, i, -1.6, i, i, 3.0, i, i, i, i, i
COc1cccc(Nc2nnc(SCc3cc([N+](=O)[O-])cc4c3OCOC4)s2)c1
  i, i, 13.2, i, i, -10.2, i, i, i, i, i
O=C(C1=C(O)C(=O)N(CCCn2ccnc2)C1c1ccccc1)c1ccco1 (stereo not drawn)
  i, i, 2.0, i, i, -2.4, i, i, i, i, i

Other compounds follow:
The line under a structure holds: TRPC6 act, MrgX1 antag, SKKanGAS inh, TMEM16A inh, MrgX1 agonist, HDAC3 inhib, ANO1 activ, RGS4 block, RGS4 act, MrgX1 PAM, TRPC6 inh
CCOc1cc(-c2nc(-c3ccccc3)c(-c3cc([N+](=O)[O-])ccc3C)[nH]2)ccc1O
  i, i, 17.0, i, i, -2.4, i, i, i, i, i
O=C1c2ccccc2C(=O)N1CCOc1cccc(Br)c1
  i, i, 15.8, i, i, 5.6, i, i, i, i, i
CCOc1ccccc1CNS(=O)(=O)c1cc(-c2cc(C)no2)ccc1C
  i, i, 2.5, i, i, -7.5, i, i, i, i, i
Cc1cc(C)cc(NC(=O)COC(=O)c2cc(C)oc2C)c1
  i, i, 1.3, i, i, -6.0, i, i, i, i, i
C/C(=N\NC(=O)c1cccnc1)c1c(O)cc(C)oc1=O
  i, i, 0.5, i, i, -3.3, i, i, i, i, i
CCn1cc(C(=O)N[C@@H](CCSC)C(=O)NCCOC)c(=O)c2cc3c(cc21)OCO3
  i, i, -4.6, i, i, 6.1, i, i, i, i, i
COc1cc(NC(=O)C2CCN(S(=O)(=O)c3ccc4c(c3)CC(C)N4C(C)=O)CC2)cc(OC)c1OC (stereo not drawn)
  i, i, 1.0, i, i, -3.9, i, i, i, i, i
